Cl transport mod = modulators of human KCC2 chloride dependent transport | Q9H2X9 | KCC2 cells, thallium flux FluoZin-2 fluorescence | B-score of Tl+ flux slope (higher = more flux/activation; lower = inhibition) at 10 µM | hit rate 2.2% among 190,000;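 active = thallium flux slope and its plate-corrected score both differing from the plate sample mean at a set confidence after two filtering rounds, in either direction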;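 also: slope of fluorescence scaled to starting intensity during 10 to 20 s after thallium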
Target sequence (Q9H2X9 whole entry, looked up): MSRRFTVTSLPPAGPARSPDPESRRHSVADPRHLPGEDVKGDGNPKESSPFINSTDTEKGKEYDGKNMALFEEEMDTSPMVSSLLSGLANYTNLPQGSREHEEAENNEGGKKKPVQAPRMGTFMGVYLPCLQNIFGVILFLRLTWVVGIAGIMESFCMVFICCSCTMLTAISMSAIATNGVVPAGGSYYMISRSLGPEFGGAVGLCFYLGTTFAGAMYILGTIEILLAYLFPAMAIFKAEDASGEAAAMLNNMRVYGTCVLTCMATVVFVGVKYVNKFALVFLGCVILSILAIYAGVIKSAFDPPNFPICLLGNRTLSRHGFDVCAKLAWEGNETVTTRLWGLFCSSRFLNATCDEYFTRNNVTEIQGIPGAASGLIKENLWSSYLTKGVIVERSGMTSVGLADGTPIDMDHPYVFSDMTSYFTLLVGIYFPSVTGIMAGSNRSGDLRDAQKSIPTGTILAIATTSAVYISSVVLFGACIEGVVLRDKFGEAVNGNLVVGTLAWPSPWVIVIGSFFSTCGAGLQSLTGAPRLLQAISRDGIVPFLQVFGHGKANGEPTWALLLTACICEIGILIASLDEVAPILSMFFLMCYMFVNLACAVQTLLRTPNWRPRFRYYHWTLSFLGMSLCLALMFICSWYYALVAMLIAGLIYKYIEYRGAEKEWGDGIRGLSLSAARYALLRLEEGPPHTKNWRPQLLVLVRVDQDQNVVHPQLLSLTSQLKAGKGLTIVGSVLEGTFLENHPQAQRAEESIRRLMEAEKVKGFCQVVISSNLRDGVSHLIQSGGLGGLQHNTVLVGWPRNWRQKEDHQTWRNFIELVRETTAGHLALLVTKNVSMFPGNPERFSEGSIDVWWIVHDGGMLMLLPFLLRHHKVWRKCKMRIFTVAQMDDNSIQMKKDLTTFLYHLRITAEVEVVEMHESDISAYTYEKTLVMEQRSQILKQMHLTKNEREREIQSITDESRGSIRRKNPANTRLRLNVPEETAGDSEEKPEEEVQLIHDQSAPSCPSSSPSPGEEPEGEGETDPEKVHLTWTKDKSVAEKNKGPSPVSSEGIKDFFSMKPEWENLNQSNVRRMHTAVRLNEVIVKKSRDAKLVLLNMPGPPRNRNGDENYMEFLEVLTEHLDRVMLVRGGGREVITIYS
FXIIa inh 1536 = factor XIIa (human) inhibition. P00748. purified FXIIa, Boc-QGR-AMC fluorogenic substrate, 2 h. inhibition, % at 5 µM. hit rate 0.3% among 220,000; in the data active = inhibition above about 40%;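 also: 0% = enzyme with no compound and 100% = blank without enzyme; many of its hits are not listed in these tables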
TNF death inh = TNF-alpha cell death inhibition in Jurkat FADD-/- cells | activation (protection from cell death), % at 10 µM | hit rate 0.068% among 220,000 | AID 463075 | Jurkat FADD-/- TNF necroptosis rescue, ATP luminescence, 24 h; 0 = TNF only, 100 = no-TNF cells;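 active = activation, meaning protection from cell death, of at least 50% relative to plate controls; inactive = activation below 50%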;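 also: necroptosis triggered by 40 ng/mL TNF-alpha added together with compound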
thrombin 1536 = inhibitors of human thrombin; P00734; alpha-thrombin, Boc-VPR-AMC fluorogenic substrate cleavage; inhibition, % at 5 µM; hit rate 0.26% among 220,000; AID 1046;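 active = inhibition at or above 40%; inactive = inhibition below 40%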;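 also: 0% = enzyme with no compound and 100% = wells without enzyme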
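Material: Human alpha-thrombin protein | Buffer or medium: pH 7.5 Tris-saline with Tween 20 | Reagent: Boc-VPR-AMC substrate, 15 µM final | Schedule: Reaction at ambient temperature | Detection: AMC fluorescence at 355 nm excitation and 460 nm emission | Evaluation: Percent inhibition scaled between no-compound controls and no-enzyme blanks | Controls: no-compound enzyme wells and no-enzyme blanks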
Hck-Nef inh = blocks Nef-activated human Hck kinase. P08631. Recombinant Hck-YEEI plus Nef, Z-Lyte FRET kinase assay. inhibition, % at 20 µM. hit rate 0.68% among 220,000;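 active = Hck-Nef kinase inhibition above about 50%, limit read from the data; inactive = inhibition below that limit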;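 also: 0% = DMSO with Hck plus Nef and 100% = Hck alone without Nef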
FXIa inh 1536 = blocks human coagulation factor XIa protease activity; purified FXIa, Boc-Glu-Ala-Arg-AMC fluorogenic substrate; inhibition, % at 5 µM; hit rate 0.14% among 220,000; AID 798;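 active = inhibition of at least 40%; inactive = inhibition below 40%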;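 also: fluorescence of freed AMC excited at 355 nm; 0% = enzyme without compound and 100% = no enzyme blank; many of its hits are not listed in these tables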
Rad51 HR inh = blocks human Rad51 in homologous recombination; Q06609; hRad51 DNA strand exchange, fluorescence dequenching; inhibition, % at 10 µM; hit rate 0.085% among 200,000;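 active = inhibition above 40% at the single screening dose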;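 also: 0% = DMSO control wells and 100% = blanks with heterologous ssDNA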
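Material: Human Rad51 nucleoprotein filaments preassembled on unlabelled ssDNA | Also added: Labelled 47-mer dsDNA for strand exchange | Dosing: Single dose, 10 µM final compound | Schedule: 30-min compound preincubation and 15-min exchange, both room temperature | Technique: Fluorescence dequenching at 485/520 nm | Measure: Percent inhibition relative to plate controls and blanks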
KLK5 inh = inhibitors of human kallikrein 5. recombinant hK5, fluorogenic AMC substrate cleavage. hit rate 0.59% among 210,000. Q9Y337. AID 873. inhibition, % at 5 µM;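 active = inhibition of 40% or more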;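 also: 0% = enzyme controls without compound and 100% = no-enzyme blanks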
zVAD death inh = L929 zVAD cell death inhibition | L929 zVAD necroptosis rescue, ATP luminescence, 24 h; with zVAD 60 µM | viability rescue, % at 10 µM | hit rate 0.38% among 220,000 | AID 1377;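 active = activation, scaled between plate controls, above about 75%, limit read from the data; inactive = activation under that limit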;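 also: 0% = zVAD with DMSO and 100% = DMSO alone without zVAD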
Numbers without * were called inactive; nt = not tested or not shown. A portion of the library, so the mix of outcomes need not match the whole.

SMILES	Cl transport mod	FXIIa inh 1536	TNF death inh	thrombin 1536	Hck-Nef inh	FXIa inh 1536	Rad51 HR inh	KLK5 inh	zVAD death inh
FC(F)(F)c1cccc(N2CCN(C(=S)NCC3CCCO3)CC2)c1 (stereo not drawn)	-1.4	5	0.2	-12	24	-3	25	-7	9.8
CC1Cc2ccccc2N1C(=O)CSc1ncccc1C(=O)O (stereo not drawn)	nt	nt	0.3	nt	0	nt	-1	nt	1.2
Cc1cc(C)c(C)c(OC(=O)c2sc(Cl)nc2C)c1	0.98	7	-4.2	-7	1	-8	3	-3	3.6
Cc1cccc(NC(=O)c2ccccc2Br)n1	0.092	9	1.3	-7	0	-1	-4	-5	1.5
O=[N+]([O-])c1cc(/C=N/O)ccc1Oc1ccccc1Cl	-0.75	-3	-4.2	-1	-10	4	15	-21	0.0
O=C(O)CCSc1nnc(-c2ccccc2)n1-c1ccccc1	0.41	7	-0.1	1	3	1	0	-9	4.2
COCCn1nnnc1SCC(=O)Nc1ccc2c(c1)OCO2	-0.0094	8	1.1	-6	14	-5	4	-3	1.6
COC(=O)CN(c1ccccc1OC)S(=O)(=O)c1ccccc1	-0.094	-11	-2.1	-8	5	-5	-5	-9	-0.7
COc1ccc(S(=O)(=O)NC(N)=NCCc2ccccc2)cc1	-1.3	-11	0.8	0	12	-3	0	-10	1.3
COc1ccccc1N1CCN(C(=O)NC23CC4CC(CC(C4)C2)C3)CC1	0.59	3	0.4	-6	-5	1	4	-3	4.1
O=C(CSc1nn(-c2ccc(Cl)cc2)c(=S)s1)N1CCN(C(=O)c2ccco2)CC1	-2.6	4	-0.8	-2	-2	-1	-3	-1	-0.2
COc1ccc(CC(=O)N2CC(C)CC(C)C2)cc1OC (stereo not drawn)	0.039	7	-0.4	-4	-20	-7	-4	0	0.3
CCCC1=[N+](CC(=O)c2ccccc2)CCn2cccc21	0.51	6	0.1	3	2	18	8	-7	-0.1
Cc1ccc(C)c(N2CCN(C(=O)C(Cc3ccccc3)n3cccc3)CC2)c1 (stereo not drawn)	0.66	10	0.8	1	1	4	0	-9	23
COC(=O)c1sccc1NC(=S)N1CC(C)CC(C)C1 (stereo not drawn)	0.016	12	0.5	2	0	-1	9	1	-0.3
COc1cc(C(=O)NCCc2cn3ccc(C)cc3n2)cc(OC)c1OC	-3.4*	3	2.5	-10	2	-4	4	-26	75
COc1ccc(C2C=C(c3ccccc3)Nc3nnnn32)cc1 (stereo not drawn)	nt	24	-1.3	0	-2	18	-1	-7	-0.2
COc1ccc(/C(O)=C2/C(=O)C(=O)N(CCN(C)C)C2c2ccccn2)cc1OC (stereo not drawn)	4*	9	-0.8	-10	2	1	0	-18	-0.1
Cc1ccc(/C=C2/SC(=S)N(CCCC(=O)Nc3ccc(O)cc3)C2=O)cc1	0.62	1	-2.6	1	13	-1	nt	-4	5.7
CCOc1ccc(NC(=O)C2CSC(c3ccncc3)=N2)cc1 (stereo not drawn)	0.79	16	-1.7	-1	-4	10	-1	-6	nt
O=C(c1cccc(S(=O)(=O)N2CCOCC2)c1)N1CCCC1	nt	-2	-1.7	-3	1	-8	3	-8	0.0
COc1ccccc1CNC(=O)CCNS(=O)(=O)c1cccc2nsnc12	-0.26	4	1.3	-6	1	0	-1	-23	0.5
O=c1c(-c2ccc(O)cc2)coc2cc(OC3OC(CO)C(O)C(O)C3O)ccc12 (stereo not drawn)	1.1	10	2.4	3	-2	1	-8	-8	3.1
Cc1cc(C(=O)OC(C(=O)Nc2ccc(C)c(Cl)c2)c2ccccc2)c(C)o1 (stereo not drawn)	0.82	7	3.1	0	0	2	-1	-5	3.3
CCOc1ccc(CN(CCO)CCO)cc1[N+](=O)[O-]	-0.39	10	-1.5	-9	-1	-1	1	-2	0.1
COc1ccccc1CN(Cc1cc2cc(C)ccc2[nH]c1=O)Cc1nnnn1CC1CCCO1 (stereo not drawn)	-1.7	17	-5.9	5	0	4	-10	-8	-0.7
Cc1c(Cl)cccc1-n1c(SCC(=O)N2CCC(C(=O)O)CC2)nnc1-c1ccncc1	1.5	12	0.8	-9	24	-2	-2	3	2.4
COc1cccc(CN2CCN(CCc3ccccc3)C(CCO)C2)c1OC (stereo not drawn)	nt	8	0.6	-14	19	3	-5	5	-0.3
C/C(=N/NC(=O)c1ccc2c(c1)OCCO2)c1ccc([N+](=O)[O-])cc1	-0.58	5	2.1	-1	10	8	3	7	1.1
Cc1ccc(NS(=O)(=O)N(C)C)cc1	1.3	20	4.1	3	10	13	6	1	0.1
COc1ccccc1/C=C/C(=O)NCc1ccccn1	0.85	2	0.9	-5	-2	-1	0	-4	-0.4
COc1ccc(NC(=O)C2CC(=O)OC23CCOC(C)(C)C3)cc1 (stereo not drawn)	nt	3	-0.8	-2	1	-5	-6	18	1.9
Cc1ccc(N=C(N(C)C)P(=O)(N(C)C)N(C)C)c(C)c1	-0.7	6	0.0	nt	17	3	0	1	-0.5
Cc1ccc(NC(=O)CC(=O)NCCN2CCOCC2)cc1	-0.017	13	0.6	4	2	6	3	2	-0.3
O=C(/C=C/c1ccc([N+](=O)[O-])cc1)OCC(=O)N1c2ccccc2Sc2ccccc21	0.24	7	0.8	-4	2	-1	-38	-12	0.3
CS(=O)(=O)N(CC(=O)NCc1cccnc1)Cc1ccc(Cl)cc1	0.45	-6	-1.7	-5	0	1	-3	-17	0.4
CCN(CC)CC(=O)c1c[nH]c2ccc(OC)cc12	-0.063	15	-1.7	-3	0	-2	-2	1	0.1
Cc1onc(C(=O)N2CCN(Cc3ccccc3)CC2)c1[N+](=O)[O-]	-4.1*	7	-1.2	-1	-3	4	-4	-16	nt
COC/C=C/C1=CC2=CC(=O)C(C)(OC(=O)C3CCCC3)C(=O)C2=CO1 (stereo not drawn)	-0.018	15	-0.5	1	35	5	-2	4	-0.7
COc1ccc(N2C(=O)CCC(C(=O)O)C2c2ccc(OC)c(OC)c2)cc1 (stereo not drawn)	0.11	16	0.0	2	4	3	-6	4	-0.5
COc1cccc(/C=C2/SC(=S)N(CC(=O)Nc3nnc(C)s3)C2=O)c1	0.19	15	2.3	5	0	11	-3	-1	nt
COc1cccc(CN2C(=O)C3(C(C#N)=C(N)OC4=C3C(=O)CCC4)c3ccccc32)c1 (stereo not drawn)	-0.032	4	-1.6	-1	13	0	6	-20	-0.6
Cc1nc(NC(=O)c2cccc(Cl)c2)sc1C(=O)N1CCCCC1	-1.3	4	4.7	-8	24	-3	8	-7	9.5
COc1ccc(Cn2cc3c(-c4ccc(F)cc4)nnc-3c3cc(OC)c(OC)cc32)cc1	nt	14	-12	3	-2	7	-12	0	9.5
COC(=O)Cn1cc([N+](=O)[O-])nc1C	1.4	7	0.1	-6	22	0	-7	0	2.4

Retrieved by compound from the list above (two):
SMILES	Cl transport mod	FXIIa inh 1536	TNF death inh	thrombin 1536	Hck-Nef inh	FXIa inh 1536	Rad51 HR inh	KLK5 inh	zVAD death inh
Cc1ccc(NS(=O)(=O)N(C)C)cc1	1.3	20	4.1	3	10	13	6	1	0.1
COC(=O)Cn1cc([N+](=O)[O-])nc1C	1.4	7	0.1	-6	22	0	-7	0	2.4

Other compounds follow:
SMILES	Cl transport mod	FXIIa inh 1536	TNF death inh	thrombin 1536	Hck-Nef inh	FXIa inh 1536	Rad51 HR inh	KLK5 inh	zVAD death inh
COc1ccc(Br)cc1/C=C/C(=O)Nc1ccc2ccccc2c1	0.1	7	3.3	-5	-1	-3	nt	-15	1.6
Cc1cc(NC(=O)c2ccccc2)sc1C	nt	21	-6.0	7	1	30	-4	39	2.6
COc1ccccc1N1CCN(S(=O)(=O)c2ccccc2)CC1	0.13	8	-2.0	0	0	7	6	1	-0.5
COC(=O)NNC(=O)C1CCC(C)CC1 (stereo not drawn)	-0.97	-7	-0.1	-6	-1	-4	30	-8	0.1
CCCn1c(N2CCN(C(=O)Nc3ccccc3)CC2)nc2ccccc21	-1	10	3.1	-7	23	-2	1	4	5.1
O=C1OCCC/C1=C\c1ccc2c(c1)OCO2	nt	11	1.3	2	18	2	16	-1	0.6
O=C(CSc1cccc[n+]1[O-])c1ccc(Cl)cc1	-0.53	4	12	-2	24	-8	8	0	2.2
COc1ccc(C(=O)Nc2cc(OC)ccc2OC)cc1	0.12	12	-2.7	0	0	6	-3	-9	0.0
COC(=O)c1cc(NS(=O)(=O)c2ccc(C)c3ccccc23)ccc1N1CCOCC1	-0.95	7	2.1	1	3	6	7	5	0.3
O=C(CN1N=C(c2ccccc2)CCC1=O)NCc1ccco1	-0.16	9	1.6	2	3	-1	-5	-2	0.8

Part of the list above, reformatted:
smiles,Cl transport mod,FXIIa inh 1536,TNF death inh,thrombin 1536,Hck-Nef inh,FXIa inh 1536,Rad51 HR inh,KLK5 inh,zVAD death inh
COc1ccc(Br)cc1/C=C/C(=O)Nc1ccc2ccccc2c1,0.1,7,3.3,-5,-1,-3,nt,-15,1.6
COC(=O)c1cc(NS(=O)(=O)c2ccc(C)c3ccccc23)ccc1N1CCOCC1,-0.95,7,2.1,1,3,6,7,5,0.3
O=C1OCCC/C1=C\c1ccc2c(c1)OCO2,nt,11,1.3,2,18,2,16,-1,0.6
CCCn1c(N2CCN(C(=O)Nc3ccccc3)CC2)nc2ccccc21,-1,10,3.1,-7,23,-2,1,4,5.1

Filtered by structure, those above containing a COOH group.
SMILES	Cl transport mod	FXIIa inh 1536	TNF death inh	thrombin 1536	Hck-Nef inh	FXIa inh 1536	Rad51 HR inh	KLK5 inh	zVAD death inh
CC1Cc2ccccc2N1C(=O)CSc1ncccc1C(=O)O (stereo not drawn)	nt	nt	0.3	nt	0	nt	-1	nt	1.2
O=C(O)CCSc1nnc(-c2ccccc2)n1-c1ccccc1	0.41	7	-0.1	1	3	1	0	-9	4.2
Cc1c(Cl)cccc1-n1c(SCC(=O)N2CCC(C(=O)O)CC2)nnc1-c1ccncc1	1.5	12	0.8	-9	24	-2	-2	3	2.4
COc1ccc(N2C(=O)CCC(C(=O)O)C2c2ccc(OC)c(OC)c2)cc1 (stereo not drawn)	0.11	16	0.0	2	4	3	-6	4	-0.5
